BCLXL inh = inhibitors of human Bcl-xL; GST-Bcl-xL / FITC-Bim BH3 peptide fluorescence polarization; inhibition, % at 10.9 µM; 320,000 tested, 0.7% active; Q07817;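 active means inhibition above the mean of all tested compounds plus 3 SD, cutoff set per campaign, cut at about 30% in these data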;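 further: 0% = DMSO wells and 100% = unlabeled Bim-BH3 peptide competitor; inhibitors lower millipolarization by displacing the labeled peptide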
Target sequence (Q07817 whole entry, looked up): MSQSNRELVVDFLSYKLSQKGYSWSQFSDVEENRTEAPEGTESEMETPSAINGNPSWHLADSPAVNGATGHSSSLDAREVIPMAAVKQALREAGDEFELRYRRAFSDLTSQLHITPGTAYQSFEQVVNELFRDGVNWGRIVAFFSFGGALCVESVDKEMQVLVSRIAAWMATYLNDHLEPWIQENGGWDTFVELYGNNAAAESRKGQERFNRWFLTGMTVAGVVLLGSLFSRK
Yeast superoxide = yeast age-related superoxide inhibition as caloric restriction mimetic; superoxide response (% of plate mean), % at 10 µM; 330,000 tested, 0.18% active; AID 2690; S. cerevisiae aged cells, superoxide DHE fluorescence; stronger effect = lower value;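 active means superoxide response under a set limit, about three screen SD below normal, cut at about 65% in these data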;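 further: yeast aged for seven days with compound at 30 °C before DHE staining; 100% = average MFI of all compound-treated wells on the plate with controls excluded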
CIT2-GFP yeast = yeast TOR pathway CIT2-GFP modulation; S. cerevisiae CIT2-GFP strain, flow cytometry, 3 h; 100 means same as DMSO wells; GFP response vs DMSO, % at 10 µM; 320,000 tested, 0.065% active; AID 2029;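 active means GFP response relative to DMSO above a set limit, near the screen mean plus 3 SD, cut at about 150% in these data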;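 further: ratio of well median GFP fluorescence to mean of DMSO wells on the plate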
MEX-5 binding = C. elegans MEX-5 TCR-2 RNA binding activity; MEX-5/FITC-TCR2 RNA binding, fluorescence polarization; stronger effect = lower value; activity score (negative = inhibition of binding), % at 10 µM; 300,000 tested, 0.38% active;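 active means inhibition past about -25% in most replicates, and total fluorescence under double the plate's negative control median, limit read from the data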;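 further: 0% = DMSO and -100% = 5 µM competing unlabeled TCR2 RNA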
Target sequence (Q9XUB2 whole entry, looked up): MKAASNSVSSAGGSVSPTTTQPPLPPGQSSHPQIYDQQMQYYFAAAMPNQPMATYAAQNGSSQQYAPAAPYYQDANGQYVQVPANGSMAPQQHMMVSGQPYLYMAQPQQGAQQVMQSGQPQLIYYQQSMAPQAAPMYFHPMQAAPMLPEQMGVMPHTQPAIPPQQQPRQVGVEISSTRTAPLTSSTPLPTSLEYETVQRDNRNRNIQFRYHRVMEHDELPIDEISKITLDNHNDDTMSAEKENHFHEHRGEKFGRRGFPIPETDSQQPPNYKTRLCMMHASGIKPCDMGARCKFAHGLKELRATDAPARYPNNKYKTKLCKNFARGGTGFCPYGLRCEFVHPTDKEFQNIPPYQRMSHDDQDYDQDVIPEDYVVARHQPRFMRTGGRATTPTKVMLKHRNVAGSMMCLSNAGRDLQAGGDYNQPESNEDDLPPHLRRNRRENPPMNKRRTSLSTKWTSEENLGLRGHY
GRK2 aptamer HTS = blocks RNA aptamer binding to human GRK2 | P25098 | bead flow cytometry, FAM-aptamer displacement from GRK2 | inhibition of aptamer binding, % at 10 µM | 330,000 tested, 0.59% active | AID 488847;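 active means inhibition of aptamer binding above 40%, roughly 3 SD of noise, on plates passing a quality check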;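 further: median bead fluorescence of bound FAM aptamer so fluorescent compounds give negative values; no value below 0 was filed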
VLA-4 inh = inhibition in a human VLA-4 binding assay; P13612; 330,000 tested, 0.2% active; inhibition, % (about 7 µM as worked out from the volumes in the protocol); AID 2557; VLA-4 expressing cells, ligand binding flow cytometry; in the data active means inhibition above about 50%
AGP1-GFP MLPCN = alters AGP1-GFP fluorescence in TOR pathway yeast screen. 320,000 tested, 0.02% active. GFP response vs DMSO, % at 10 µM. S. cerevisiae AGP1-GFP multiplex flow cytometry, 3 h; GFP as percent of DMSO wells;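 active means GFP response relative to DMSO above a set limit, near screen average plus 3 SD, cut at about 150% in these data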;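 further: median GFP channel fluorescence of the gated AGP1 strain per well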
GLD-1 TGE inh = GLD-1-TGE RNA interaction inhibition (C. elegans) | AID 2280 | Q17339 | purified GLD-1 + fluorescein TGE RNA, fluorescence polarization | 320,000 tested, 0.44% active | inhibition, % at 5.96 µM;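 active means percent inhibition above a per-plate cutoff, the plate mean of test compounds plus 3 SD, cut at about 30% in these data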;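 further: 0% = DMSO wells with GLD-1 and probe and 100% = wells lacking GLD-1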
MCL1-BIM inh = disrupts human MCL1 binding to BIM-BH3 peptide; Q07820; GST-MCL1 / FITC-Bim-BH3 fluorescence polarization; inhibition, % at 10.9 µM; 320,000 tested, 0.68% active; AID 2057;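 active means inhibition above the mean inhibition of all tested compounds plus 3 SD, set per campaign, cut at about 40% in these data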;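 further: 0% = DMSO wells and 100% = unlabeled Bim-BH3 peptide control; higher means more loss of mP so more displacement of Bim peptide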
Target sequence (Q07820 whole entry, looked up): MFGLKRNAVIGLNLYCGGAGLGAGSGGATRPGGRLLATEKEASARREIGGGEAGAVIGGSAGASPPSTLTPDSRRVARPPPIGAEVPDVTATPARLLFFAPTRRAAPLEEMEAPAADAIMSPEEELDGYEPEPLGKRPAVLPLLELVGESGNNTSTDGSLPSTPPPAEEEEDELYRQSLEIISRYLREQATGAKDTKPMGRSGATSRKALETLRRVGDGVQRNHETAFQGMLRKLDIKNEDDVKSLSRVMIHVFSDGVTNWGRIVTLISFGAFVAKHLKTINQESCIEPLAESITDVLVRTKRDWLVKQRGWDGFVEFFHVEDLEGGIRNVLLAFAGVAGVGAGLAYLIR
* hit, by the source's call; nt = not tested or not shown; [ ] = dose if it differs, or a comment.

SMILES	BCLXL inh	Yeast superoxide	CIT2-GFP yeast	MEX-5 binding	GRK2 aptamer HTS	VLA-4 inh	AGP1-GFP MLPCN	GLD-1 TGE inh	MCL1-BIM inh
CCOC(=O)c1ccc(NC(=O)CN(c2ccc(C)cc2)S(=O)(=O)c2c(C)n[nH]c2C)cc1	92.2*	103.3	97.9	1.7	4.0	2.9	100.3	74.3*	105.7*
COc1ccc(N2CCN(C(=O)CNC(=O)Cn3cnc4sc(C)c(C)c4c3=O)CC2)cc1	5.8	106.5	95.5	2.2	2.0	5.8	96.7	1.6	-0.2
CCN1CCN(C(=O)CN2C(=O)c3cccc4cccc2c34)CC1	2.0	96.2	99.2	-2.2	4.0	34.0	88.4	6.0	2.6
C/C(=N\NC(=O)Cc1c(C)[nH][nH]c1=O)c1ccc(Cl)c(Cl)c1	3.1	87.4	101.2	2.3	3.0	4.0	99.5	0.8	1.7
CCn1cc(C(=O)NCCC(C)C)c(=O)c2cc(F)c(N3CCN(C(=O)c4ccco4)CC3)cc21	2.1	118.8	97.2	nt	2.0	5.3	100.3	10.0	-3.3
O=C(COc1ccc([N+](=O)[O-])cc1Cl)NCCN1C(=O)CSC1=O	nt	103.8	104.3	nt	0.0	-4.7	103.0	5.4	nt
COc1ccccc1Nc1nc(N)nc(CN(C)C2CCCCC2)n1	2.9	95.3	nt	1.3	0.0	4.1	104.9	-4.5	6.3
CC/C(C)=C1\SC(N2CCOCC2)=NC1=O	7.9	92.6	114.3	-1.2	0.0	16.3	105.1	-2.8	2.5
Cc1ccc(NS(=O)(=O)c2ccc(Cl)s2)cc1S(=O)(=O)N(C)C	3.8	104.3	96.3	2.2	4.0	5.0	91.2	7.6	2.4
O=C(COc1ccccc1Br)NCCC1=CCCCC1	-2.1	103.7	101.1	nt	0.0	11.4	97.5	-1.3	-4.2
COc1ccc(NC(=S)Nc2cccc3cnccc23)cc1	8.0	107.0	114.6	-2.8	6.0	-2.5	115.6	1.2	7.1
CCNC(=O)COc1ccc(Br)cc1Cl	4.5	95.8	94.3	-0.1	0.0	-13.2	102.4	-5.4	4.6
Cc1ccc(NC(=O)CC2CCCC2)c(Br)c1	1.5	96.1	93.5	-0.3	1.0	-4.7	98.1	0.4	-5.2
CC(=O)Nc1ccc(S(=O)(=O)Nc2nc3ccccc3nc2Nc2ccc(O)cc2)cc1	9.0	100.8	95.9	-3.4	32.0	-0.5	99.0	1.2	5.4
COc1ccc(CN2C(=O)CSC2c2ccncc2)cc1 (centres undefined)	3.2	94.5	104.8	0.6	5.0	24.8	102.4	0.2	7.5
Cc1ccc(-n2c(=S)sc3c(=O)n(-c4ccccc4C)c(SCC(=O)O)nc32)cc1C	11.7	99.8	101.4	4.1	2.0	-8.7	94.3	4.0	7.4
CCOc1ccc(S(=O)(=O)NCc2ccccn2)cc1	4.3	101.0	111.5	0.3	0.0	10.4	115.5	7.7	9.7
COc1ccc(NC(=O)c2cc(-c3ccccc3)nc3c2cnn3C(C)C)cc1	-2.1	100.9	99.5	nt	14.0	17.6	98.4	2.5	3.4
CC(=O)c1ccc(NC(=S)Nc2cccc(S(=O)(=O)Nc3c(C)n(C)n(-c4ccccc4)c3=O)c2)cc1	7.6	92.0	87.3	1.1	0.0	6.4	91.5	-2.1	2.7
S=C1SCN(Cc2cccnc2)CN1Cc1cccnc1	15.4	108.2	107.5	0.7	2.0	-3.3	111.0	3.4	12.3
CC(/C=N/NC(=O)c1cc(-c2cccnc2)nc2c1c(C)nn2-c1ccccc1)=C\c1ccccc1	3.5	97.1	96.2	-3.5	3.0	0.0	102.2	6.0	11.5
O=C(c1ccc(S(=O)(=O)Cc2cc(F)ccc2F)c([N+](=O)[O-])c1)N1CCCCC1	4.9	99.7	116.6	2.1	0.0	6.3	98.6	9.0	0.4
CCOc1ccc(C(=O)NCC(=O)N2CCN(Cc3ccccc3)CC2)cc1	nt	98.1	121.3	nt	0.0	-5.9	109.0	-4.9	nt
COCCn1c(SCC(=O)Nc2cc(C)cc(C)c2)nnc1C(C)C	4.9	106.2	98.8	-3.0	2.0	-5.6	94.0	-1.7	7.5
O=C(N/C=C\c1ccccc1)NCc1ccc(Cl)cc1	9.0	92.6	106.6	0.2	0.0	8.4	94.0	-1.2	3.8
O=C(c1ccc2c(=O)n(Cc3ccc4c(c3)OCO4)c(=S)[nH]c2c1)N1CCCCC1	3.5	118.6	96.2	-0.6	2.0	2.8	90.1	5.1	9.2
CCc1nc(SCC(=O)N2CC(=O)Nc3ccccc32)c2c(C)c(C)sc2n1	0.9	96.6	96.5	0.0	1.0	-6.6	101.2	-7.2	2.8
COc1ccc(CN2C(=O)C(CC(C)C)Nc3ncnc(N4CCCCC4)c32)cc1 (centres undefined)	7.0	99.9	91.7	1.4	1.0	4.8	89.1	-0.1	18.7
Cc1ccc(CS(=O)(=O)c2ccc(C(=O)N3CCCCC3)cc2[N+](=O)[O-])cc1	2.4	99.5	99.0	3.0	1.0	-4.4	87.7	4.3	0.9
O=C(CO/N=C/c1ccc(OC(F)F)cc1)NC1CCCCC1	7.6	114.8	99.6	-1.3	0.0	-12.9	92.4	0.6	3.6
Cc1noc(NS(=O)(=O)c2ccc(NC(=O)CSc3nc4c(cc3C#N)CCC4)cc2)c1C	7.1	89.8	99.0	0.4	0.0	-4.0	104.4	-2.5	2.4
Fc1ccccc1NC(=S)N1CCN(Cc2ccccc2)CC1	5.6	95.1	95.8	0.3	0.0	12.3	94.2	0.7	9.4
COc1ccc(NC(=O)CSc2nc3nc(C)cc(C)c3c(=O)[nH]2)cc1	34.9*	130.7	107.0	2.4	1.0	-0.1	114.7	15.7	55.3*
CCOC(=O)c1cnc2c(-c3ccccc3)c(-c3ccccc3)nn2c1C	7.0	114.0	98.5	-3.9	0.0	17.4	95.0	-0.8	5.1
O=C(CCC(=O)N(CC(=O)NC1CCCCC1)Cc1ccco1)Nc1nccs1	2.0	101.6	104.5	0.1	3.0	6.1	99.8	5.1	5.1
COc1ccc(-c2cc(C(=O)NCCN3CCOCC3)no2)cc1OC	4.9	94.0	101.1	-0.3	0.0	3.0	95.8	2.6	4.1
O=C1CC(c2ccccc2)c2ccc(O)cc2O1 (centres undefined)	4.7	97.9	97.3	-3.3	3.0	-4.4	48.6	-3.5	5.3
Cc1cc(C)n(/C(=C\N(C)C)C(=O)c2ccc(Cl)cc2)n1	8.2	92.7	112.4	0.8	0.0	14.5	98.5	6.9	1.6
O=C(NCc1ccccc1Cl)C1CCCN(c2ncnc3c2nc2n3CCCCC2)C1 (centres undefined)	2.1	119.5	92.7	-1.7	0.0	1.6	96.3	3.7	-5.8
Cc1nn(-c2cc(N(S(C)(=O)=O)S(C)(=O)=O)c(Cl)cc2Cl)c(=O)n1C	7.7	106.1	91.7	3.4	0.0	26.5	122.6	0.4	9.7
CC1=C(C(=O)Nc2ccc(CC(=O)NCc3ccc(OC(C)C)cc3)cc2)SCCO1	0.5	100.5	105.0	5.0	1.0	10.3	103.2	-4.0	16.3
CCc1ccccc1NC(=O)CN(C1CCCCC1)S(C)(=O)=O	-4.2	88.0	102.4	-0.4	nt	0.9	95.0	-3.0	-2.3
CCOC(=O)c1c(CNCCN(CC)CC)n(C)c2cc(Br)c(OC)cc12	-0.5	93.9	96.9	-1.6	0.0	-0.1	100.0	-0.3	2.5
COc1ccc(CCN2CC(O)=C(c3nc(C)cs3)C2=N)cc1OC	0.5	88.3	nt	-1.6	1.0	3.2	107.0	5.8	2.2
Cn1c(CCN2CCCCC2)nc2cc(NC(=O)COc3ccc([N+](=O)[O-])cc3)ccc21	4.9	103.4	103.9	2.2	0.0	1.9	100.2	-5.2	1.1
COc1ccc(N(C(=O)CS(=O)CC(=O)Nc2ccc(F)cc2)C(C(=O)NC2CCCCC2)c2cccs2)cc1 (centres undefined)	1.0	90.2	96.4	0.5	0.0	-7.4	101.4	5.8	8.1
COC(=O)c1ccc(CSc2ncnc3c2nnn3-c2ccc(OC)cc2)o1	5.8	107.2	103.4	3.0	4.0	13.7	nt	1.1	5.6
CCOC(=O)C1=C(NC(=S)NC(=O)c2ccccc2)c2ccccc2CC1(C)C	3.8	109.7	91.5	-4.9	0.0	8.1	93.8	4.8	7.3
CC12CCC(C(=O)N(CCC#N)CCC#N)(CC1=O)C2(C)C (centres undefined)	1.4	99.8	105.7	16.4	0.0	-9.8	102.5	-3.9	7.6
COc1ccc(-c2noc(-c3cc4ccccc4oc3=O)n2)cc1	4.3	94.3	101.3	1.2	1.0	4.2	90.9	1.6	4.5
CCCCN(C(=O)c1ccc(-c2ccc([N+](=O)[O-])cc2)o1)c1c(N)n(CCCC)c(=O)[nH]c1=O	0.8	116.5	98.0	-1.8	1.0	15.8	102.4	-4.1	1.4
Cc1cccc(N(CC(=O)NC2CCCCC2)C(=O)CCCC(=O)Nc2ccccn2)c1	0.5	94.5	106.7	0.9	0.0	10.8	112.3	2.5	1.2
COc1ccc(NC(=O)COC(=O)C2CCC2)cc1Cl	3.2	90.7	101.5[may fluoresce green]	-0.5	1.0	10.1	104.0[may fluoresce green]	1.9	-1.9
CCc1ccc(CCC(=O)Nc2ccc(OC)cc2)o1	0.2	109.6	94.4	1.6	4.0	7.5	100.0	3.2	-0.9
Cn1c(Cc2ccccc2)nnc1SCC(=O)c1cccs1	-7.5	90.6	101.8	0.1	0.0	12.1	95.0	6.0	-9.6
c1ccc(CCNCCCOc2cccc3ccccc23)cc1	0.8	98.9	106.1	1.8	0.0	6.9	115.2	-2.5	2.5
Cc1ccc(-c2cc(C(=O)NN)n[nH]2)o1	-0.9	85.0	99.0	-4.6	0.0	-10.9	107.2	2.5	-3.8
Cc1c(C(=O)N2CCC(C)CC2)cccc1[N+](=O)[O-]	11.2	94.0	93.5	1.8	0.0	8.1	98.7	0.4	8.4
CN1CCN(c2nc3c(c(=O)n(C)c(=O)n3C)n2CC(N)=O)CC1	3.6	92.0	99.1	0.4	3.0	-18.7	94.6	5.7	3.2
O=C(COC(=O)c1cc(=O)[nH]c2ccccc12)NCc1ccc(F)cc1	-0.6	124.7	93.2	nt	3.0	0.0	101.5	-4.4	1.4
(cont.)
SMILES	BCLXL inh	Yeast superoxide	CIT2-GFP yeast	MEX-5 binding	GRK2 aptamer HTS	VLA-4 inh	AGP1-GFP MLPCN	GLD-1 TGE inh	MCL1-BIM inh
Cc1c(S(=O)(=O)Nc2ccc(Oc3ccccc3)cc2)c(=O)n(C)c(=O)n1C	1.2	100.4	106.7	-2.4	2.0	2.1	99.9	4.3	3.9
CC(=O)Nc1ccc(C(=O)OCc2ccc(Cl)c(Cl)c2)cc1	-0.2	109.1	95.0	2.5	1.0	24.7	95.2	4.4	-1.9
Cc1cccc(CN2CCN(CC(=O)NCc3ccc(F)cc3)C2=O)c1	4.4	93.7	99.0	-6.1	0.0	-8.7	102.8	-0.3	5.0
COc1ccccc1NC(=O)CN1C(=O)NC(C)(C)C1=O	-4.5	82.2	99.4	-1.7	2.0	9.4	104.4	2.2	-2.5
O=C(OCc1cc([N+](=O)[O-])cc2c1OCOC2)c1ccc2ccccc2n1	1.5	119.4	91.6	2.0	0.0	-5.9	99.4	-8.3	3.3

Screens: PubChem BioAssay, several laboratories
